# APJ ag – agonists of human APJ apelin receptor | P35414 | CHO-K1 APJ PathHunter beta-arrestin, luminescence; 0% DMSO wells, 100% apelin | activation, % at 20 µM | hit rate 0.11% among 330,000;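 active = activation more than six SD over the plate average, tested at 20 µM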;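 also: 0% = DMSO alone and 100% = apelin-13 at 10 nM; some results filed as inactive read as strong as hits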
# Target sequence (P35414 whole entry, looked up): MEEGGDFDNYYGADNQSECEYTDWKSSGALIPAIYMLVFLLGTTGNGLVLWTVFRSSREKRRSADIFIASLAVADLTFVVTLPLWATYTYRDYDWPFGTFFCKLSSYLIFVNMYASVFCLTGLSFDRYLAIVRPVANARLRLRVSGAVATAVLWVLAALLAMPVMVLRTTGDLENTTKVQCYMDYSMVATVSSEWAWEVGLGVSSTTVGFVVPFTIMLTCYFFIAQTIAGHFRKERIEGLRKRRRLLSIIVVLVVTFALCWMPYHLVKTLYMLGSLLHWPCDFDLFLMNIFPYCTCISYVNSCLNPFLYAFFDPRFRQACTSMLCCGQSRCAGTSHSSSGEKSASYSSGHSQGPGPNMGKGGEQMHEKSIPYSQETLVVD
#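 Assay system: CHO-K1 APJ beta-arrestin complementation cell line / Compound: single test compound dose, 20 µM final, 1% DMSO / Times: overnight seeding, 90 min compound at 25 °C, 1 h detection / Technique: beta-gal luminescence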
# NALP3 yeast inh – inhibitors of NALP3 inflammasome in yeast; Yeast reconstituted NLRP3/ASC/caspase-1, beta-gal luminescence, 24 h; inhibition, % at 10 µM; hit rate 0.39% among 330,000;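 active = inhibition of 50% or more; inactive = inhibition below 50%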;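 also: plate controls were induced DMSO wells for no effect and uninduced yeast grown without galactose for full effect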
# TIM10 inh – inhibits growth of TIM10 yeast strain | inhibition, % at 10 µM | hit rate 1.4% among 330,000 | S. cerevisiae TIM10 strain growth, BacTiter-Glo luminescence, 24 h;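 active = inhibition of 40% or more at the single tested concentration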;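 also: wild-type TIM10 isogenic control strain grown at permissive 25 °C; 0% = DMSO yeast wells and 100% = minimal medium wells without yeast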
# tim23-1 inh – growth inhibitors of tim23-1 mutant yeast; S. cerevisiae tim23-1 growth, BacTiter-Glo luminescence, 24 h; inhibition, % at 20 µM; hit rate 1.3% among 330,000; AID 463212;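 active = growth inhibition of the mutant yeast at or above 50%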;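 also: temperature-sensitive mutant grown at 25 °C; plate controls were DMSO-treated mutant yeast for no effect and medium wells lacking yeast for full effect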
# MIN6 prolif – induces beta-cell replication in MIN6 cells; MIN6 cells proliferation, ATPlite luminescence, 48 h; cells starved in 0.2% serum; 100% = growth in 10% serum; proliferation, % at 10 µM; hit rate 0.29% among 330,000; AID 2380;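 active = compounds whose signal lies at least 3.5 SD above the mean of all wells on their plate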;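 also: 0% = DMSO-treated cells in low-serum medium and 100% = 10% serum control; some compounds called inactive have numbers as strong as hits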
# MPTP inh – permeability transition pore inhibition. isolated mouse mitochondria, Ca2+ swelling absorbance, 30 min. inhibition, % at 10 µM. hit rate 1.4% among 360,000. AID 602449;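 active = inhibition of 50% or more, scaled per plate between neutral and stimulator controls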;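 also: 0% = DMSO wells given calcium and 100% = 1 mM EGTA wells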
# APJ antagonist – APJ receptor antagonism; P35414; CHO-K1 APJ beta-arrestin complementation, luminescence; inhibition, % at 20 µM; hit rate 0.32% among 330,000;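 active = inhibition above about 40% at 20 µM, limit read from the data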;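 also: cells challenged with 10 nM apelin-13 agonist together with compound; plate controls were apelin-13 plus DMSO wells for no effect and DMSO wells lacking apelin-13 for full effect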
# NR3A LBD binder – NR3A (human) ligand-binding domain modulation; hit rate 2.5% among 340,000; NR3A LBD differential scanning fluorimetry, Tm shift; 0% = protein alone, 100% = glycine-bound protein; Tm shift relative to glycine control, % at 25 µM;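 active = melting temperature shift of at least 10% of the positive control shift, at one fixed dose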
# tim10-1 inh – tim10-1 yeast growth inhibition; inhibition, % at 20 µM; S. cerevisiae tim10-1 ts strain growth, BacTiter-Glo, 24 h; hit rate 2.2% among 330,000;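 active = inhibition of at least 40%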;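 also: mutant grown at 25 °C; 0% = DMSO wells with yeast and 100% = wells holding no yeast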
# * hit, by the source's call; / = not tested or not shown.
SMILES,APJ ag,NALP3 yeast inh,TIM10 inh,tim23-1 inh,MIN6 prolif,MPTP inh,APJ antagonist,NR3A LBD binder,tim10-1 inh
CCCCOC(=O)C1=C(C)NC(=O)NC1c1ccc(OC)cc1 (stereo unspecified),-2,17,3,5,-3,1.6,-3,0,-5
O=C(COC(=O)COc1ccccc1)Nc1ncc(Cl)cc1Cl,-2,6,-7,8,-3,-0.7,1,1,2
CCCC1=[N+](CC(=O)c2ccccc2)CCn2c(C)ccc21,-7,5,5,2,-5,-1.3,-10,-1,13
CN(CC(=O)Nc1ccc(F)c(F)c1F)C(=O)Cc1ccc2c(c1)OCCO2,3,16,3,0,-6,-1.1,-57,2,11
CCCCc1nnc(NC(=O)CCc2ccccc2)s1,3,29,-3,-4,1,-0.2,-20,-1,6
CC(=O)Nc1ccc(NC(=O)Cc2sc(C)nc2-c2ccc(C)cc2)cc1,2,9,15,3,-4,6.5,-7,0,3
Cc1c(C)n(C)c2ccc(C(=O)NCCCN3CCN(C)CC3)cc12,-5,17,-9,1,1,1.6,-7,-5,16
CC1CCN(C(=O)CN2C(=O)C(C)(C)Oc3ccc(C(=O)NC(C)C)cc32)CC1,1,20,1,24,0,-0.6,10,1,6
Cc1cc(C)nc(NN2C(=O)/C(=C/c3ccc(O)cc3)SC2=S)n1,-8,1,17,29,-3,0.3,19,-5,17
CCOC(=O)C(NC(C)=O)(OCc1ccccc1)C(F)(F)F (stereo unspecified),-3,15,1,-5,0,0.9,-2,-1,-3
CSCCC(NC(=O)COc1ccccc1)C(=O)N(C)CC(=O)Nc1c(C)cccc1C (stereo unspecified),2,10,9,14,-2,-0.7,8,0,-1
COc1ccc(C(=O)NNC(=S)NC(=O)c2cccs2)cc1,-5,56*,3,28,-3,1.1,14,-2,4
O=C(CC12CC3CC(CC(Br)(C3)C1)C2)OCCN1CCCCC1,-6,10,-14,6,-1,4.7,21,1,11
C=C1C(C(=O)Nc2ccc(F)cc2)C1C(=O)Nc1ccc(F)cc1 (stereo unspecified),-2,-7,4,-9,-2,-0.2,10,0,5
O=C1CC(c2ccco2)CC2=C1C(c1ccccc1)n1nc(C(F)(F)F)nc1N2 (stereo unspecified),1,17,16,23,-1,-0.5,7,-12,16
CCOC(=O)Cc1csc(N)n1,-3,-11,0,-2,-1,-1.8,-14,0,14
CCOc1cc(/C=C(\C#N)C(=O)Nc2ccc(S(N)(=O)=O)cc2)ccc1OCCN1CCOCC1,8,8,6,3,3,-0.4,-8,2,4
COCCCNS(=O)(=O)c1ccc2[nH]c(=O)[nH]c2c1,1,-10,-1,1,0,2.5,0,0,14
O=C(CSc1nccc2ccccc12)N1CCN(Cc2ccc3c(c2)OCO3)CC1,2,30,-49,-14,-2,2.5,9,0,-5
COc1ccccc1CNC(=O)CCSCc1cccc(Cl)c1,0,17,20,24,0,2.6,11,3,23
[O-]/[N+](=C\c1ccccc1)c1ccc(Br)cc1,-2,16,-1,8,1,-1.8,9,2,-4
COC(=O)C(Cc1ccccc1)NC(=O)CSc1nc(C)cc(=O)[nH]1 (stereo unspecified),-3,0,-8,-17,-2,-0.6,1,1,1
COc1ccc(C(CNC(=O)c2ccc(S(=O)(=O)N3CCOCC3)cc2)N2CCCCC2)cc1 (stereo unspecified),-1,10,12,0,-2,-3.2,-1,-1,7
Cn1nnnc1SCCNCc1ccccc1OCc1ccccc1Cl,-2,-16,4,9,-5,3.5,7,0,-2
C/C=C\C=C\C(=O)N1CC2(CC(c3cccc(NC(=O)COc4ccc(Cl)cc4)c3)=NO2)C[C@H]1C(N)=O (stereo partly specified),9,5,4,13,-7,1.3,-38,-5,8
COc1ccc(N2CCN(C(=O)CCc3ccc(S(=O)(=O)NC(C)C)cc3)CC2)cc1,1,14,3,5,-2,0.5,2,2,11
Cc1ccc(S(=O)(=O)N2CCCC2)cc1C(=O)N1CCC(C)CC1,-4,1,10,2,2,-0.5,-32,-1,-11
CCOC(=O)N1CCN(Cc2nc(N)nc(Nc3ccccc3C)n2)CC1,-4,15,-13,4,-2,-2.4,0,0,4
CC(=O)c1ccc(Nc2nc3ccc(C)cc3n3cnnc23)cc1,-1,10,23,-5,2,-0.7,14,-2,-23
Cc1ccc(NC(=O)c2cccc(S(C)(=O)=O)c2)cc1,0,14,-6,9,1,0.5,-5,1,22

# One compound at a time, from the list above:
# `Cc1ccc(NC(=O)c2cccc(S(C)(=O)=O)c2)cc1` in the list: APJ ag: 0; NALP3 yeast inh: 14; TIM10 inh: -6; tim23-1 inh: 9; MIN6 prolif: 1; MPTP inh: 0.5; APJ antagonist: -5; NR3A LBD binder: 1; tim10-1 inh: 22
# `CCOC(=O)Cc1csc(N)n1` in the list: APJ ag: -3; NALP3 yeast inh: -11; TIM10 inh: 0; tim23-1 inh: -2; MIN6 prolif: -1; MPTP inh: -1.8; APJ antagonist: -14; NR3A LBD binder: 0; tim10-1 inh: 14

# Additional entries follow:
SMILES,APJ ag,NALP3 yeast inh,TIM10 inh,tim23-1 inh,MIN6 prolif,MPTP inh,APJ antagonist,NR3A LBD binder,tim10-1 inh
CC(C)CN1CCC(C(=O)N2CCN(c3ccccc3F)CC2)CC1,-2,8,-8,0,2,-1.4,-9,-2,0
COc1cc(C(C)=O)ccc1OCC(=O)OCCCOC(=O)COc1ccc(C(C)=O)cc1OC,-7,0,7,4,-1,1.8,12,-1,8
O=c1[nH]c2c(s1)C(c1ccc(O)cc1)C1C3CCC(C3)C1S2 (stereo unspecified),-2,11,17,11,0,-4.7,-3,-10,28
CN(CC(=O)Nc1cccc(F)c1)C(=O)c1ccc(C2SCCS2)cc1,-2,-3,-4,6,-4,2.5,-7,2,5
CC(C)=N/N=C1\NC(=O)C(C)S1 (stereo unspecified),-1,-14,6,-13,0,-1.0,-4,1,-8
Cc1ccc(-c2cc(C(=O)NCc3ccco3)c3ccccc3n2)o1,-7,22,-2,20,-7,-7.4,7,-1,20
Cc1ccc(-c2c(C#N)c(N)n(-c3ccc(C)cc3)c(=O)c2C#N)cc1,-1,2,5,13,0,-0.6,12,-1,5
N=C1/C(=C\c2ccc(-c3cccc(Cl)c3)o2)C(=O)N=C2SC=C(c3ccccc3)N12,0,14,2,13,0,4.9,11,13*,10
O=C(CSc1n[nH]c(-c2ccc(Br)cc2)n1)NC1CCCC1,-1,22,-21,3,0,-0.6,-5,-1,-18
Cc1cccc(CSCCNC(=O)CN(c2cc(C)cc(C)c2)S(C)(=O)=O)c1,0,9,12,16,-1,2.4,-13,1,0
COc1ccc(NC(=O)CC2(CC(=O)O)CCCC2)cc1,-3,15,-3,-2,1,-0.5,5,-1,-2
COc1cc(NS(=O)(=O)c2ccc(N)cc2)ncn1,-5,6,3,4,0,/,6,/,-6
CCOn1c(-n2nc(C)cc2C)nc2ccccc2c1=O,-1,0,0,-3,-2,4.4,21,-1,11
Cc1cc(NC(=O)C(=O)c2c(C)[nH]c3ccccc23)no1,-2,-4,-1,11,1,-0.7,7,-2,10
O=C(O)C1CCCN1S(=O)(=O)c1ccc(F)cc1 (stereo unspecified),-1,21,-6,7,-5,0.2,-26,2,-1
Cc1onc(-c2c(F)cccc2Cl)c1C(=O)N1CCN(S(C)(=O)=O)CC1,-1,1,-15,-5,-1,-1.1,8,0,10
CCCCCCNC(=O)c1ncn[nH]1,1,4,-6,-4,0,4.7,-11,2,-7
C(=N/Nc1nc(-c2ccccc2)cc(-c2ccccc2)n1)/c1cccnc1,0,18,18,34,-3,0.9,-9,-8,25
O=C(C[C@H]1C[C@H](C(=O)N2CCOCC2)[C@@]2(CCC3CCCC3)c3[nH]c4cc(-c5ccco5)ccc4c3CCN2C1=O)NCc1cccc(C(F)(F)F)c1,/,/,-9,30,/,-2.3,/,3,15
CCOC(=O)C(C)Sc1ncnc2nc[nH]c12 (stereo unspecified),-4,2,3,-15,-1,0.3,7,2,9
Cc1cc(C)nc(NC(=O)Cc2ccc([N+](=O)[O-])cc2)c1,-1,2,4,17,-2,-0.4,9,-1,-2
O=C(C[C@H]1C/C=C\C[C@H](Cc2ccc(F)cc2)C(=O)O[C@@H](c2ccccc2)CNC1=O)N[C@H](CO)Cc1ccccc1,-1,7,-2,2,-4,-0.3,-6,-1,2
Cc1nc(Oc2ccccc2)c2ccsc2n1,-2,-13,18,23,-4,-0.2,4,-3,14
CC/C(O)=C1\C(=O)CC(C)(C)CC1=Nc1ccccc1C,1,4,-8,25,0,-0.2,-13,-1,10
COc1ccc(F)cc1C1=CC(=O)C[C@H](c2ccc3c(c2)OCO3)C1,-2,12,-9,39,-5,-1.0,-4,-4,15
CC(C)CC(NC(=O)c1ccc(Cl)cc1)C(=O)OCC(=O)c1ccc2c(c1)NC(=O)CO2 (stereo unspecified),8,8,6,3,-4,-0.2,10,5,8
Cc1ccc(NC(=O)COc2ccc(-c3nnco3)cc2)cc1S(=O)(=O)N1CCOCC1,2,-9,4,8,-3,2.7,-28,0,13
CC(Sc1nc2scc(-c3ccccc3)c2c(=O)[nH]1)C(=O)NC(N)=O (stereo unspecified),-5,-6,-23,-19,-4,1.5,8,3,-7
CC1(C)Cc2cccc(Oc3cc(NN4CCCCC4)c([N+](=O)[O-])cc3[N+](=O)[O-])c2O1,0,26,11,8,-6,0.4,-40,-4,9
COC(=O)c1ccc(NC(=S)NCc2ccco2)cc1,-3,9,-9,-25,-2,0.8,0,-8,-4
Nc1ncc(Br)cc1N=Cc1ccccc1,6,23,2,7,0,-1.2,0,3,-13
O=C(NC1CCCc2ccccc21)c1cc(F)cc(F)c1 (stereo unspecified),1,-5,5,25,0,0.2,1,1,17
COc1ccc(CNC(=O)Cn2nc(C)n3cccc3c2=O)cc1,-4,0,0,-4,-1,-1.8,-4,-4,-5
CC1=C(C(N)=O)C(c2cccs2)n2nc(-c3cccc(C)c3)nc2N1 (stereo unspecified),2,-6,6,19,-2,-2.1,-5,-1,-4
CC1(C)CC(=O)c2cnc3nc4ccccc4n3c2C1,-2,10,20,8,-3,-0.7,4,-1,-6
C=CCn1c(SCC(=O)NCc2ccc3c(c2)OCO3)nnc1-c1cccnc1,-3,9,-4,14,-2,-3.1,4,-1,0
O=C(COC(=O)/C=C/c1cn(-c2ccccc2)nc1-c1cccnc1)Nc1ccc(Cl)cc1Cl,0,9,5,20,0,3.9,-16,-7,22
CN1CCc2c(sc(/N=C/c3cccs3)c2C(N)=O)C1,-2,5,11,19,0,-1.4,3,-1,15
CCC1CCC(C(=O)NC(C(=O)NCCN2CCOCC2)C(C)C)CC1 (stereo unspecified),-3,5,0,4,0,0.0,4,0,-2
COc1ccc(/C=C/C(=O)NC(=S)NNC(=O)c2c(-c3ccccc3)noc2C)cc1,-7,32,25,18,-4,14,43*,-1,-4
O=C(CSc1nnc(CNc2ccccc2)o1)N1CCc2ccccc21,5,27,-6,21,-1,-1.0,10,0,10
CCOc1ccc(N2CC(C(=O)OCC(=O)c3ccc(OC)cc3)CC2=O)cc1 (stereo unspecified),0,2,-1,26,-3,-1.5,12,0,28
CNC(=O)COc1coc(CN2CCN(c3cccc(Cl)c3)CC2)cc1=O,-3,12,6,1,4,-1.8,16,-1,1
COc1ccccc1C(=O)Nc1ccnn1C1CCN(C(=O)C(C)(C)C)CC1,0,3,1,-6,-2,-2.0,-15,-1,-9
